NCI-60 one-dose screen, 48 h, at 10 µM unless noted. Numbers give growth in % (100 = growth as untreated, 0 = no growth, -100 = all killed).
OVCAR-3 – OVCAR-3 ovarian cancer; 79,000 tested, 7% active; AID 1794787
SK-OV-3 – SK-OV-3 ovarian cancer cells; 80,000 tested, 3.2% active; AID 1794785
OVCAR-4 – OVCAR-4 ovarian cancer cells; 80,000 tested, 3.7% active
DU-145 – DU-145 prostate cancer | AID 1794760 | 81,000 tested, 4.2% active
OVCAR-8 – OVCAR-8 ovarian cancer; 81,000 tested, 4.4% active
OVCAR-5 – OVCAR-5 ovarian cancer; 82,000 tested, 2.9% active
PC-3 – PC-3 prostate cancer cells. 80,000 tested, 3.9% active
IGROV1 – IGROV1 ovarian cancer; 79,000 tested, 4.7% active; AID 1794786
* hit, by the source's call; . = no result given. Rule for the calls: active = growth percent below 10; inactive = the rest.

SMILES	OVCAR-3	SK-OV-3	OVCAR-4	DU-145	OVCAR-8	OVCAR-5	PC-3	IGROV1
Cc1nnc(/N=C2\NC(=O)/C(=C/c3c(F)c(F)c(F)c(F)c3F)S2)s1	100	115	95	90	101	111	79	100
O=c1nc(NC(=S)Nc2ccn([C@H]3CC[C@@H](CO)O3)c(=O)n2)ccn1[C@H]1CC[C@@H](CO)O1	96	99	109	110	95	114	105	99
COc1ccc2cc(C(=O)/C=C/N(C)C)ccc2c1	97	103	106	97	96	102	95	98
C=CCn1c(SCC(=O)Nc2cccc(C(=O)/C=C/c3ccc(C)cc3)c2)nc2ccccc2c1=O	.	113	85	96	82	101	72	96
NS(=O)(=O)c1ccc(Nc2nc(N/N=C/C=C/c3ccccc3)nc(Nc3ccccc3)n2)cc1	.	78	50	42	50	99	48	37
CC(C)(O)c1ccc2c(c1)CC[C@@H]1C(C)(C)C(=O)CC[C@@]21C	100	106	95	99	96	112	93	105
COc1cc(CNC(=O)/C=C/c2ccc3c(c2)OCO3)ccc1OCc1cn(-c2cccc(Cl)c2)nn1	104	73	91	107	100	107	102	97
Cn1c(=O)c2c(nc(Sc3nc(-c4ccc(F)cc4)c(C#N)c(=O)[nH]3)n2Cc2ccc(F)cc2)n(C)c1=O	99	92	98	100	89	101	95	82
O=c1[nH]c2c(Cl)c(Cl)c(Cl)c(Cl)c2[nH]c1=O	105	92	91	107	89	95	95	113
O=C(O)c1cccc(Nc2nc3ccccc3nc2/C=C/c2ccc(Cl)cc2)c1	85	103	81	93	67	101	55	64
CCOC(=O)c1nnn(-c2nonc2N)c1-c1ccc(OCC)cc1	100	92	118	109	102	111	102	117
O=C(Nc1ccccc1)C1CN(Cc2ccc[nH]2)CCS1 (stereo unspecified)	107	98	100	106	96	88	92	98
N#Cc1ccc[n+](CCBr)c1	105	101	105	105	98	107	93	101
N#C/C(=C\c1cn[nH]c1-c1ccccc1)C(=O)Nc1sc2c(c1C#N)CCCC2	.	101	108	108	103	111	104	106
CC1(C)OC2OC(C(O)Cn3cc(COc4ccc5ccc(=O)oc5c4)nn3)[C@@H](OCc3ccccc3)C2O1 (stereo partly specified)	102	89	97	105	103	111	99	107
Cc1cc(Nc2nc(N3CCNCC3)nc3ccccc23)n[nH]1	100	27	96	119	115	90	81	85
O=C(NC1CCCCC1)C(c1ccccc1O)N(C(=O)C1CCc2cc(F)ccc2O1)c1ccc(F)cc1F (stereo unspecified)	103	102	97	109	101	97	89	108
N#C/C(=N\Nc1ccc(S(=O)(=O)O)cc1)C(N)=O	94	99	115	98	99	111	95	109
Cc1cccc(C)c1Nc1nc(Nc2cnc3ccccc3c2)c2[nH]cnc2n1	93	89	91	93	90	110	50	90
COc1cc(N2C(=O)C=CC2=O)ccc1N1C(=O)C=CC1=O	104	110	102	114	110	103	95	115
COc1cc(/C=C/C(=O)N2CCCC2)c(OC)c2c1OCO2	105	136	98	104	103	96	101	102
Fc1cc2c(cc1Cl)N(c1ncnc3ccc(-c4cnc5cnccn45)cc13)CC2	87	94	95	75	91	74	82	48
O=C(O)c1ccccc1CC(CCc1ccccc1)C(=O)O (stereo unspecified)	105	95	105	104	125	97	116	108
N#Cc1ccccc1-c1ccc(Cn2c(-c3cscn3)nc3c(Cl)cccc32)cc1	63	83	62	87	78	87	54	89
COc1ccc(-c2nc3ccc(-c4nnc(SCC(=O)Nc5ccc(/C(C)=N\O)cc5)o4)cc3[nH]2)cc1OC	90	113	100	99	103	103	107	109
O=C1c2ccccc2C(=O)N1CC1CC2C=CC1C2 (stereo unspecified)	103	95	86	106	92	89	87	.
Clc1cccc(Cl)c1COc1ccc(Nc2ncnc3onc(-c4ccccc4)c23)cc1	83	.	18	60	83	95	63	84
O=C(c1c[nH]c2ccccc12)C1OC12C(=O)Nc1ccccc12 (stereo unspecified)	96	109	82	102	94	111	78	52
Cc1ccc(S(=O)(=O)N2CCc3c([nH]c4ccccc34)C2c2ccc(C=O)cc2)cc1 (stereo unspecified)	97	92	86	105	104	87	72	.
O=C1C(Cl)=C(NSCCSNC2=C(Cl)C(=O)c3ccccc3C2=O)C(=O)c2ccccc21	.	106	85	.	84	97	77	76
O=C(O)c1cn(C2CC2)c2cc(N3CCN(Cc4c(O)ccc5ccccc45)CC3)c(F)cc2c1=O	-44*	48	18	3.7*	17	41	36	32
CON(C)C(=O)c1cc(-c2ccccc2)n(-c2ccc(S(C)(=O)=O)cc2)n1	107	100	88	100	96	108	88	111
Cc1ccc(-c2nc(NS(=O)(=O)c3ccccc3)nc(Cl)c2C#N)cc1	108	91	95	110	106	122	102	118
O=S(=O)(O)c1cc(N=Nc2ccccc2)c(O)c2ccccc12	100	102	111	103	103	93	97	99
O=C1NCc2ccccc21	112	104	111	112	103	108	98	104
CC(=O)Nc1ccc(S(=O)(=O)N=C(N)N)cc1	119	103	114	114	99	116	102	108
COc1cc(CNC(=O)CCCC/C=C/C(C)C)ccc1OCc1cn(-c2ccc(Cl)cc2)nn1	105	92	83	99	79	100	79	93
COc1cc2c(=O)n(C3CCCCCC3)c3c4cc[nH]c4ncc3c2cc1OC	89	82	93	78	83	76	78	57
CCCOc1ccc(C)cc1	107	113	99	109	93	104	96	111
CCCN1C(=O)/C(=C2\SC(=N)NC2=O)c2ccccc21	100	100	94	105	98	102	.	98

Reformatted with values under each structure: entries from further up.
Screens in order – OVCAR-3, SK-OV-3, OVCAR-4, DU-145, OVCAR-8, OVCAR-5, PC-3, IGROV1
> COc1cc(CNC(=O)/C=C/c2ccc3c(c2)OCO3)ccc1OCc1cn(-c2cccc(Cl)c2)nn1
    104, 73, 91, 107, 100, 107, 102, 97
> Cn1c(=O)c2c(nc(Sc3nc(-c4ccc(F)cc4)c(C#N)c(=O)[nH]3)n2Cc2ccc(F)cc2)n(C)c1=O
    99, 92, 98, 100, 89, 101, 95, 82
> O=c1[nH]c2c(Cl)c(Cl)c(Cl)c(Cl)c2[nH]c1=O
    105, 92, 91, 107, 89, 95, 95, 113
> O=C(O)c1cccc(Nc2nc3ccccc3nc2/C=C/c2ccc(Cl)cc2)c1
    85, 103, 81, 93, 67, 101, 55, 64
> CCOC(=O)c1nnn(-c2nonc2N)c1-c1ccc(OCC)cc1
    100, 92, 118, 109, 102, 111, 102, 117
> O=C(Nc1ccccc1)C1CN(Cc2ccc[nH]2)CCS1 (stereo unspecified)
    107, 98, 100, 106, 96, 88, 92, 98
> N#Cc1ccc[n+](CCBr)c1
    105, 101, 105, 105, 98, 107, 93, 101
> N#C/C(=C\c1cn[nH]c1-c1ccccc1)C(=O)Nc1sc2c(c1C#N)CCCC2
    ., 101, 108, 108, 103, 111, 104, 106
> CC1(C)OC2OC(C(O)Cn3cc(COc4ccc5ccc(=O)oc5c4)nn3)[C@@H](OCc3ccccc3)C2O1 (stereo partly specified)
    102, 89, 97, 105, 103, 111, 99, 107
> Cc1cc(Nc2nc(N3CCNCC3)nc3ccccc23)n[nH]1
    100, 27, 96, 119, 115, 90, 81, 85
> O=C(NC1CCCCC1)C(c1ccccc1O)N(C(=O)C1CCc2cc(F)ccc2O1)c1ccc(F)cc1F (stereo unspecified)
    103, 102, 97, 109, 101, 97, 89, 108
> N#C/C(=N\Nc1ccc(S(=O)(=O)O)cc1)C(N)=O
    94, 99, 115, 98, 99, 111, 95, 109
> Cc1cccc(C)c1Nc1nc(Nc2cnc3ccccc3c2)c2[nH]cnc2n1
    93, 89, 91, 93, 90, 110, 50, 90
> COc1cc(N2C(=O)C=CC2=O)ccc1N1C(=O)C=CC1=O
    104, 110, 102, 114, 110, 103, 95, 115
> COc1cc(/C=C/C(=O)N2CCCC2)c(OC)c2c1OCO2
    105, 136, 98, 104, 103, 96, 101, 102

(list continues)
SMILES	OVCAR-3	SK-OV-3	OVCAR-4	DU-145	OVCAR-8	OVCAR-5	PC-3	IGROV1
OCC1OC(n2ccc3c2ncn2ncnc32)C(O)C1O (stereo unspecified)	29	58	53	17	6.1*	30	15	53
CCc1c(OC)cc(OC)c(OC)c1O	108	117	114	111	109	.	101	104
CCN(CC)C(=O)C(c1ccccc1)C1(O)CCCCC1CN(C)C (stereo unspecified)	121	114	111	115	107	122	97	97
CCn1c(=O)sc2cc(Cl)ccc21	117	97	103	142	99	98	85	91
COc1ccc(-c2nnc3n(-c4ccccc4)c(=O)c4cnn(-c5ccccc5)c4n23)cc1	108	88	86	96	100	95	68	103
CCCCCCCCCCCC(=O)[O][Sn]([CH2]CCC)([CH2]CCC)[CH2]CCC	-98*	-100*	-98*	-99*	-81*	-97*	-93*	-77*
N#C/C(=C\c1ccc(N2CCOCC2)cc1)C(=O)Nc1sc2c(c1C#N)CCC2	.	90	78	98	87	96	96	96
OCCOCCOCc1ccccc1	139	101	111	109	107	102	101	122
O=C(O)c1c(O)cccc1O	114	110	110	115	101	93	97	118
O=C1Nc2ccccc2S(=O)(=O)N1c1cccnc1Cl	123	116	104	102	103	100	95	107
CCN(CC)CC(O)CN(CC)CC	111	112	105	112	99	104	95	107
O=C(N/N=c1/oc2ccccc2cc1-c1cc2ccccc2[nH]1)c1ccc(Cl)cc1	109	86	104	100	95	97	87	82
O=C(CN1CCN(c2ncnc3c2cnn3-c2ccccc2)CC1)Nc1nncs1	-56*	28	14	-96*	-21*	-4.1*	-36*	-42*
CCOC(=O)C1CCN(C(=O)c2ccccc2)C(CC)C1=O (stereo unspecified)	108	111	106	111	104	101	102	102
Nc1nc(N)nc(-c2ccco2)n1	107	98	105	108	105	105	96	108
CCOC(=O)c1c(NC(=O)c2cccc(C(F)(F)F)c2)sc2c(CN(C)C)c(O)ccc12	98	101	91	73	82	90	60	83
COc1ccc(/C=C/C(=O)c2ccc(O)c(CN3CCN(c4cc5c(cc4F)c(=O)c(C(=O)O)cn5C4CC4)CC3)c2)cc1OC	65	88	81	89	68	93	69	73
CCC(C)SC1=NC=NC2=NC=NC21 (stereo unspecified)	97	.	103	105	99	99	90	76
CCCCCCN(CCCCCC)CC(=O)c1ccc2cc(Cl)c3ccccc3c2c1	94	95	112	104	100	99	87	100
Oc1[nH]c2cc(Cl)ccc2c1/C=c1/cc2c(c(-c3ccc(F)cc3)n1)=Nc1ccccc1-2	106	115	101	100	92	118	81	99
NC(=S)NNC(=O)c1ccncc1	115	109	119	114	94	99	105	108
OC1CCC(C2CCCCC2)CC1 (stereo unspecified)	114	104	110	116	99	109	101	104
CC(=O)C1=C(C)NC(NNc2ccccc2)=NC1c1ccccc1 (stereo unspecified)	101	102	86	95	104	104	87	73
CN1C(=O)C2(SCC(C(=O)NC3CCCCC3)N2C(=O)C2CCCCC2)c2ccccc21 (stereo unspecified)	95	109	104	100	96	101	84	89
O=C(O)CCNC(=O)c1nc(-c2ccccc2)n(-c2ccccc2)n1	112	90	121	111	102	109	.	103
CCCCC(CC)COC(=O)Cc1ccccc1 (stereo unspecified)	105	109	113	108	106	107	99	107
N#Cc1cn(-c2ccccc2)c(=O)[nH]c1=O	112	105	103	111	109	102	95	109
CC12CCC3C(CCC4CC(O)CCC43C)C1CC(O)C2 (stereo unspecified)	106	121	98	119	98	105	95	113
Cn1cnc2c(=O)nc(N)n(C)c21	103	102	97	98	111	90	89	111
Cc1cc(=O)oc2cc(Nc3nc4c(Cl)ccc(Cl)c4s3)ccc12	103	95	101	104	103	95	93	83

Some entries already given, reduced to OVCAR-4 and OVCAR-5.
| structure | OVCAR-4 | OVCAR-5 |
| --- | --- | --- |
| O=C(O)c1c(O)cccc1O | 110 | 93 |
| NC(=S)NNC(=O)c1ccncc1 | 119 | 99 |

(further entries)
SMILES	OVCAR-3	SK-OV-3	OVCAR-4	DU-145	OVCAR-8	OVCAR-5	PC-3	IGROV1
CS/C(Nc1ccccc1)=C(\C#N)S(=O)(=O)c1ccccc1	117	120	110	126	100	108	109	120
CC1CN(C2CCCCC2)C(=S)N(c2ccccc2)C1=O (stereo unspecified)	112	116	97	115	118	104	90	105
Cc1cc(Cl)ccc1Nc1nc(C(F)(F)F)ccc1C(=O)N/N=C/c1c(Cl)cccc1Cl	-2.7*	-13*	7.1*	.	10.0*	25	-14*	4.1*
COC1=C(NC2CCCCC2)C(=O)C(OC)=C(NC2CCCCC2)C1=O	108	93	117	110	107	104	93	109
COc1cc(CNC(=O)C23CCC(C)(C)CC2C2=CCC4[C@@]5(C)CC[C@H](OC(C)=O)C(C)(C)C5CC[C@@]4(C)[C@]2(C)CC3)ccc1O (stereo partly specified)	57	89	43	94	80	92	43	55
COc1ccc2c(c1)CCCN2c1c2ccccc2nc2ccccc12	-22*	38	30	5.7*	17	28	16	33
C=C(c1ccc(F)cc1)C1CC1	110	.	.	113	106	104	96	122
CC1CC(C)c2ccccc21 (stereo unspecified)	106	96	106	112	100	112	99	105
CC(=O)Oc1csc(N(C(C)=O)c2cccc(C(F)(F)F)c2)n1	103	100	89	99	94	96	86	98
CC(C)(C)c1nn(-c2ccccc2)c2c1CC1(CN2Cc2ccc3c(c2)OCO3)C(=O)c2ccccc2C1=O	123	115	123	112	89	105	92	97
CCOc1ccc2nc(SCc3nc4n(n3)S(=O)(=O)c3ccccc3N4C)sc2c1	38	35	31	25	28	-9.8*	19	-31*
O=c1c2ccccc2nc(-c2ccccc2)n1-c1cc(C(F)(F)F)cc(C(F)(F)F)c1	111	92	110	100	98	102	95	92
C=CCNC(N)=S	121	118	109	114	104	104	86	119
O=C(OCc1ccccc1)c1ccccc1O	120	102	98	112	110	106	98	101
C#CCNC(=O)c1ccc(N=Nc2ccccc2)cc1	120	117	.	106	115	102	88	106
Cc1ccc(NS(=O)(=O)c2ccc(Nc3ncc4c(n3)CCCC4=O)cc2)cc1	89	102	62	99	90	106	82	90
CSc1nnc2c3cc(Br)ccc3n(C)c2n1	107	120	107	116	102	103	81	95
Oc1ccc(Cl)c(Nc2nc(SCCN3CCOCC3)nc3c2cnn3CC(Cl)c2ccc(Br)cc2)c1 (stereo unspecified)	30	66	32	35	17	50	15	1.1*
CCOC(=O)C1=C2N=C(C)C=C(c3ccccc3)N2NC(=O)N1	112	111	108	113	.	105	100	105
Nc1ccc(S(=O)(=O)N/N=C/C=C/c2ccccc2)cc1	104	76	94	106	94	103	92	105

From PubChem BioAssay
